Screening results (PubChem)
Vif-APOBEC3F blk – Vif-A3F binding inhibition | HeLa A3F-eYFP + Vif (tagged APOBEC3F with the HIV-1 protein that degrades it), YFP fluorescence increase | Potency, µM (highest dose often 46.1 µM), without a hit: at the top dose activity, negative = active | 0.2% of 390,000 active | AID 602313; also: potency is read from the fitted curve at half-maximal effect; % of control where 0% means no effect; nearly all actives have a fitted effect of over 65% in size
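HeLa cells stably expressing A3F-eYFP plus Vif, plated and incubated overnight at 37 deg C, then exposed to compounds overnight at 37 deg C. Blocked degradation read as raised yellow fluorescence (Ex 488/Em 500-530).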
Vif-APOBEC3G blk – Vif-A3G binding inhibition | 0.076% of 410,000 active | AID 602310 | Potency, µM (series often up to 46.1 µM), without a hit: at the top dose activity, negative = active, most hits filed as inhibitors | HeLa A3G-eYFP + Vif (tagged APOBEC3G with the HIV-1 protein that degrades it), YFP fluorescence, overnight | Q9HC16;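 also: potency is read from the fitted curve at half-maximal effect; % is scaled to controls: 0 for no effect and ±100 for the full control effect; nearly all actives have a fitted effect of over 60% in size; hits raise eYFP signal because A3G escapes Vif-driven loss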
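Read-out is eYFP fluorescence (Ex 488/Em 500-530) from Vif-expressing HeLa A3G-eYFP cells; more signal means A3G escaped Vif-mediated degradation. Cells plated overnight, compound pinned in, incubated overnight at 37 deg C.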
USP1-UAF1 inh – blocks the human USP1/UAF1 deubiquitinase complex; recombinant USP1/UAF1, Ub-Rhodamine cleavage fluorescence; Potency, µM (series often up to 57.1 µM), for the others: top-dose activity change, negative = inhibition, actives largely listed as inhibitors; 0.23% of 390,000 active; also: potency is read from the fitted curve at half-maximal effect; % is scaled to controls: 0 for no effect and ±100 for the full control effect; nearly all actives have a fitted effect of over 60% in size; inactives centre near -12
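1 nM enzyme complex + cpd, 15 min RT; start with Ub-Rho 150nM final; kinetic fluorescence ex 480/em 540, 6 reads q60 s. Buffer 50mM HEPES pH 7.8, 0.5mM EDTA, 0.1 mg/ml BSA, 1mM TCEP, 0.01% Tween-20.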
mIDH1 inhibitor – human IDH1 R132H inhibition. 0.093% of 390,000 active. O75874. IDH1-R132H enzyme, NADPH consumption, diaphorase/resazurin fluorescence. Potency, µM (top dose mostly 76.6 µM), without a hit: top-dose activity change, negative = inhibition, most hits filed as inhibitors; also: potency is read from the fitted curve at half-maximal effect; % is scaled to controls: 0 for no effect and ±100 for the full control effect; nearly all actives have a fitted effect of over 65% in size
Target sequence (O75874 whole entry R132H, stated change not applied): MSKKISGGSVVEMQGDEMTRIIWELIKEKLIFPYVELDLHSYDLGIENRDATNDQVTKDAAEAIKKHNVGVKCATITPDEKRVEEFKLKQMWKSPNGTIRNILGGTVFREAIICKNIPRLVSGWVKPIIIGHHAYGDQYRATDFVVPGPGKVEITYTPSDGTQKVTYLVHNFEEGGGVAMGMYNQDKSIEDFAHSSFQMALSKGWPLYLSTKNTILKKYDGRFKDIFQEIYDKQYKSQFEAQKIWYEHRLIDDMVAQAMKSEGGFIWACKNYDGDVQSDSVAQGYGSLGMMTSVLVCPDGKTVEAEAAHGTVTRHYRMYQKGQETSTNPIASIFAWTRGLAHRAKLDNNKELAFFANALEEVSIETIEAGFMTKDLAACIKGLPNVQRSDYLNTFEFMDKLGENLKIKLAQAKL
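IDH1-R132H (0.5 ug/mL) preincubated 30 min with compound, then NADPH (0.016 mM) and alpha-KG (2 mM) added; 80 min at RT, pH 7.5. Remaining NADPH coupled via diaphorase/resazurin to fluorescence (540/590 nm); concentration-response curves normalized to no-enzyme control.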
PI4K2A inh – blocks human PI4K2A kinase activity; purified PI4K2A, ADP-Glo luminescence, 1 h; hits give low values; 0.13% of 420,000 active; Q9BTU6; activity change, negative = inhibition, % at 76.9 µM; in the data active = activity change below about -50%; inconclusive = mostly about -30% to -49%;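 also: -100% = wells without enzyme as full effect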
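In this quantitative HTS, ADP production by PI4K2A was quantified luminescently after 1 h at ambient temperature; 100 microM adenosine served as plate-quality control.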
LDHA inh – blocks human lactate dehydrogenase A. purified LDHA, NADH/diaphorase-resazurin fluorescence; hits give low values. P00338. 0.15% of 480,000 active. activity change, % (values are at about 110 or 230 µM). AID 1347041; in the data active = activity change below about -30%; inconclusive = mostly about -25% to -30%;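 also: plate controls were DMSO wells for no effect and wells without enzyme for full effect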
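Resorufin fluorescence (ex540/em590), read at 0 and 20 min after diaphorase/resazurin addition, reports the NADH left after a 5 min room-temperature reaction of 2 nM human LDH5 with 0.06 mM NADH and 0.2 mM pyruvate.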
GRP78 ERSR act – inducers of ER stress response in human glioma cells; U87-MG GRP78 promoter luciferase reporter, 16 h; Potency, µM, inactives show at the highest dose activation, actives largely listed as activators; 0.02% of 420,000 active; AID 602332; also: potency is read from the fitted curve at half-maximal effect; series mostly up to about 76 µM; % of control where 0% means no effect; nearly all actives have a fitted effect of over 35% in size
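ERSR induction read as luciferase luminescence (Bright-Glo, 10 min at room temperature) in stably transfected human U87-MG glioma cells exposed to compounds for 16 h, using GRP78 as sensor.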
TrxR1 substrate – is turned over as a substrate by rat TrxR1 | O89049 | AID 588456 | purified TrxR1 substrate turnover, NADPH consumption readout | 0.01% of 390,000 active | Potency, µM (highest dose often 114 µM), without a hit: at the top dose activity change, negative = substrate turnover; also: potency is read from the fitted curve at half-maximal effect; % is scaled to controls: 0 for no effect and ±100 for the full control effect; nearly all actives have a fitted effect of over 50% in size
Target sequence (O89049 whole entry, looked up): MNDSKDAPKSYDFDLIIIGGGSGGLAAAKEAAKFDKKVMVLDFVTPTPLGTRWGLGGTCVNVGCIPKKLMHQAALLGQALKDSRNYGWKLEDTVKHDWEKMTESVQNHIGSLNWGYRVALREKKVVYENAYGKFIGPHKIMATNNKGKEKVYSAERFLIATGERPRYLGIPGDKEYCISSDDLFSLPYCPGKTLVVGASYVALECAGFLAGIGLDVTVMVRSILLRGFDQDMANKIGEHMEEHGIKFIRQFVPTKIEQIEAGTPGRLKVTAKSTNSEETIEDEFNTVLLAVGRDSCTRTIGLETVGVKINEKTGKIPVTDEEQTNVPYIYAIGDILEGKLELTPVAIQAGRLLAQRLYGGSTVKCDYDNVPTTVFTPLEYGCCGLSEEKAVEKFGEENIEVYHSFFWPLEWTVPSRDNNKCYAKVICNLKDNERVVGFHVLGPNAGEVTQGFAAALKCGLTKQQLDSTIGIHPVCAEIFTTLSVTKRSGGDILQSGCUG
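Rat TrxR1, dispensed at 90 nM, was prereduced with 400 uM NADPH (final) for 5 min at ~22 deg C, then incubated with compound 15 min before 400 uM selenite. A first-read NADPH fluorescence drop versus no-compound background flagged substrates.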
RXFP1 ag – agonists of human relaxin receptor RXFP1. HEK293T-RXFP1 cAMP TR-FRET, 30 min; response scale: percent of porcine relaxin response, buffer zero. Potency, µM (top dose mostly 57.5 µM), without a hit: at the top dose activation, actives largely listed as activators. 0.3% of 370,000 active; also: potency is read from the fitted curve at half-maximal effect; % is scaled to controls: 0 for no effect and ±100 for the full control effect; nearly all actives have a fitted effect of over 60% in size; many of its hits are not listed in these tables
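HEK293 cells stably expressing RXFP1, treated 30 min at 37C with compounds plus PDE4 inhibitor Ro 20174; cAMP measured by HTRF TR-FRET. Normalized to buffer and 29 nM porcine relaxin; EC50 by Hill fit.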
Starred values were filed as active, the others as inactive; u = inconclusive; x = not tested or not shown; & = joins results of further samples; [ ] = dose if it differs, or a comment. Unless noted, calls follow the shape of the dose curve; as a rule, active = well fitted curve in the direction sought with a large enough effect; inconclusive = small, poorly fitted or top-dose-only effect, or another doubt; inactive = no such curve, though single readings can be large; an effect the other way counts as inactive or inconclusive.

(1) CN(C(=O)c1ccccc1OCc1ccc(Cl)cc1)c1ccccc1
(2) Cc1ccc(CNC(=O)C2CCN(S(=O)(=O)c3ccc4c(c3)CC(C)N4C(=O)C3CC3)CC2)cc1 (configuration not stated)
(3) O=C1CCCc2cc(S(=O)(=O)N3CCCC(C(=O)Nc4ccc(F)c(Cl)c4)C3)ccc2N1 (configuration not stated)
(4) O=C(NCc1ccccc1)NC1(C(=O)Nc2ccc3c(c2)OCCO3)CCCCC1
(5) Cc1cc2ncc(C(=O)Nc3ccccc3)c(C)n2n1
(6) O=C(COc1ccc([N+](=O)[O-])cc1)Nc1cccnc1
(7) CCOC(=O)c1ccccc1NC(=O)CCOc1ccccc1
(8) CC(=O)c1ccc([C@@H]2C[C@]34CN(Cc5cccc(C(F)(F)F)c5)S(=O)(=O)[C@H]3C[C@H]2O4)cc1
(9) COc1ccc([C@H]2C[C@H](O)[C@@H](n3cc(-c4ccc(F)cc4)nn3)CN2C(=O)c2cccs2)cc1
(10) COc1cc(NC(=O)CNC(=O)Cn2c(C)cc3ccccc3c2=O)cc(OC)c1OC
compound no.	1	2	3	4	5	6	7	8	9	10
Vif-APOBEC3F blk	-6%	-4%	4%	-4%	-1%	4%	10%	1%	0%	0%
Vif-APOBEC3G blk	0%	-1%	2%	2%	6%	1%	4%	7%	-6%	0%
USP1-UAF1 inh	-26%	-22%	-22%	-16%	-2%	-4%	16%	u	-16%	-10%
mIDH1 inhibitor	0%	-1%	u	8%	0%	6%	-13%	-10%	-8%	6%
PI4K2A inh	1	-3	3	2	2	-2	-1	-3	-3	-3
LDHA inh	1	-2	-6	-11	-1	-1	-2	-6	4	-7
GRP78 ERSR act	-4%	-2%	-4%	-1%	-1%	-1%	-4%	0%	-4%	-2%
TrxR1 substrate	-4%	-7%	-7%	0%	-6%[11.4 µM]	3%[57.1 µM]	-1%	2%[57.1 µM]	x	12%
RXFP1 ag	0.1%	0.4%	-6.1%	-0.1%	0.4%	-0.7%	1.3%	0.0%	x	3.3%

(11) C[C@H](CO)N1C[C@H](C)[C@@H](CN(C)S(=O)(=O)c2cn(C)cn2)Oc2c(NS(=O)(=O)c3ccccc3)cccc2C1=O
(12) COC(C[C@H](O)[C@@H](C)[C@@H](O)COCc1ccccc1)OC
(13) COc1cc(NC(=O)CCC(=O)O)nc(OC)n1
(14) COc1ccc(OCCSc2nc3nc(C)cc(C)n3n2)cc1
(15) N/C(=N\N=C\c1cccc(O)c1)c1nonc1N
(16) C/C(=N\NC(=O)C(O)c1ccccc1)c1ccc(Cl)s1 (configuration not stated)
(17) COc1ccc(OC)c(C2=NOC(C(=O)NCc3ccccn3)C2)c1 (configuration not stated)
(18) CCOC(=O)Cc1csc(NC(=O)CCC(=O)O)n1
(19) CN(C)c1ccc(CNC(=O)CCCN2C(=O)CCn3nc(-c4cccn4C)cc32)cc1
(20) Nc1cccc(N=[N+]([O-])c2cccc(N)c2)c1
compound no.	11	12	13	14	15	16	17	18	19	20
Vif-APOBEC3F blk	9%	7%	1%	-5%	-11%	1%	0%	0%	3%	15%
Vif-APOBEC3G blk	-1%	2%	-3%	-2%	-3%	0%	0%	-5%	-2%	-1%
USP1-UAF1 inh	-29%	-28%	-11%	-2%	-11%	-22%	-2%	-16%	-17%	-6%
mIDH1 inhibitor	5%	8%	0%	2%	5%	-4%	-5%	0%	-4%	2%
PI4K2A inh	1	1	8	3	u	1	-3	-1	0	4
LDHA inh	1	-1	-3	-14	-1	-4	4	-14	-1	-3
GRP78 ERSR act	-5%	-4%	-4%	-2%	-9%	-3%	-1%	0%	0%	-4%
TrxR1 substrate	4%	-3%[57.1 µM]	6%	3%	-11%[57.1 µM]	3%	-2%	2%	1%[57.1 µM]	-4%
RXFP1 ag	x	0.1%	0.5%	3.9%	1.8%	-2.0%	1.5%	0.3%	-0.7%	x

(21) COc1cc(C(=O)COC(=O)Cc2cnc3sccn23)cc(OC)c1OC
(22) Cc1cccc(CN2CCC(n3nccc3NC(=O)CCCc3ccccc3)CC2)c1
(23) COc1cc2[nH]c(=O)n(CCC(=O)N3CCN(Cc4ccccc4)CC3)c(=O)c2cc1OC
(24) COc1ccc(C(C(=O)NCc2ccccc2)N(C(=O)c2snc(C(N)=O)c2N)c2ccccc2OC)cc1OC (configuration not stated)
(25) CN1CCN(S(=O)(=O)c2ccc(N3CCN(C(=O)c4ccccc4)CC3)nc2)CC1
(26) CSc1ccccc1NC(=O)COc1ccc(S(=O)(=O)N2CCCC2)cc1
(27) Nc1ccc2c(c1Cl)C(=O)c1ccc(N)c(Cl)c1C2=O
(28) O=C1CCC(=O)N1c1ccc(S(=O)(=O)Nc2ccc(Br)cc2)cc1
(29) CCOC(=O)c1ccc(NC(=O)CCc2nc(-c3ccc(Cl)cc3)no2)cc1
(30) O=C(O)c1ccccc1SC1CC(=O)N(c2ccc3c(c2)OCO3)C1=O (configuration not stated)
compound no.	21	22	23	24	25	26	27	28	29	30
Vif-APOBEC3F blk	-9%	1%	4%	11%	16%	-5%	-6%	1%	-3%	15%
Vif-APOBEC3G blk	1%	0%	1%	0%	2%	6%	2%	-1%	-5%	0%
USP1-UAF1 inh	-7%	-24%	-14%	2%	-19%	-17%	-25%	-18%	-1%	-20%
mIDH1 inhibitor	6%	-3%	2%	-16%	3%	4%	11%	-1%	8%	3%
PI4K2A inh	-4	-6	1	-4	1	2	u	-1	1	-10
LDHA inh	-6	1	-5	-4	-11	-3	-1	-2	-2	4
GRP78 ERSR act	-4%	-4%	3%	-3%	-5%	-4%	3%	-2%	-4%	9%
TrxR1 substrate	1%	x	13%	31%[activator][57.1 µM]	5%[57.1 µM]	-8%	11%[57.1 µM]	1%[57.1 µM]	-1%[57.1 µM]	8%
RXFP1 ag	0.2%	x	-0.6%	3.6%	2.6%	-1.5%	8.8%	-0.5%	-0.2%	-2.4%

Quoted at random: three records from the list, in no set order.
(13) COc1cc(NC(=O)CCC(=O)O)nc(OC)n1
(8) CC(=O)c1ccc([C@@H]2C[C@]34CN(Cc5cccc(C(F)(F)F)c5)S(=O)(=O)[C@H]3C[C@H]2O4)cc1
(15) N/C(=N\N=C\c1cccc(O)c1)c1nonc1N
compound no.	13	8	15
Vif-APOBEC3F blk	1%	1%	-11%
Vif-APOBEC3G blk	-3%	7%	-3%
USP1-UAF1 inh	-11%	u	-11%
mIDH1 inhibitor	0%	-10%	5%
PI4K2A inh	8	-3	u
LDHA inh	-3	-6	-1
GRP78 ERSR act	-4%	0%	-9%
TrxR1 substrate	6%	2%[57.1 µM]	-11%[57.1 µM]
RXFP1 ag	0.5%	0.0%	1.8%

Remaining list, next part:
(31) CCOCCCNC(=O)c1cnc2sc(N3CCCCC3)nn2c1=O
(32) COc1ccc(NC(=O)c2oc3ccc4c(c3c2C)C(=O)CC(C)(C)O4)cc1OC
(33) COc1ccccc1CN1C(=O)[C@H]2Cc3c([nH]c4ccccc34)C(C)(C)N2C1=O
(34) Cc1[nH]c(C)c(S(=O)(=O)N2CCN(c3cccc(Cl)c3)CC2)c1C(=O)N1CCCCC1
(35) COCCCn1c(SC(C)C(=O)Nc2c(C)n(C)n(-c3ccccc3)c2=O)n[nH]c1=O (configuration not stated)
(36) Cc1nnc(SCc2cc(=O)oc3cc(O)ccc23)n1Cc1ccccc1
(37) CC(C)(C)N(Cc1ccccc1)C(=O)COC(=O)C1=NN(c2ccccc2)C(=O)CC1
(38) COc1cc(NC(=O)c2ccc(S(=O)(=O)N(C)c3ccccc3)cc2)cc(OC)c1
(39) O=C(NCc1ccc(-c2nc3ccccc3s2)cc1)c1ccc(Br)o1
(40) O=C(CN1C(=O)c2ccccc2S1(=O)=O)NCCc1ccccc1
(41) COc1ccc(CCNC(=O)c2coc(=O)c(Br)c2)cc1
compound no.	31	32	33	34	35	36	37	38	39	40	41
Vif-APOBEC3F blk	2%	3%	-8%	-3%	1%	7%	-16%	5%	8%	-14%	u
Vif-APOBEC3G blk	2%	2%	-6%	1%	2%	2%	1%	0%	-5%	-6%	u
USP1-UAF1 inh	-25%	-28%	x	-28%	-21%	-16%	-24%	-23%	-19%	u	-8%
mIDH1 inhibitor	-1%	18%	x	0%	9%	3%	3%	-6%	-2%	5%	0%
PI4K2A inh	-6	-3	-3	-1	-2	-2	-3	-1	-4	-6	4
LDHA inh	-7	5	-1	-5&10	-2	4	-8	-5	-12	-6	-1
GRP78 ERSR act	-2%	0%	-5%	-6%	-4%	-2%	-4%	-3%	-2%	-4%	-16%
TrxR1 substrate	64%[activator][57.1 µM]	-8%	-5%[57.1 µM]	-5%	0%	-9%	3%	-1%	3%	-1%	-6%
RXFP1 ag	7.8%	-0.5%	x	3.2%	-0.4%	0.0%	1.0%	x	3.2%	0.0%	12%

Some of the compounds tested, so the mix of outcomes need not match the whole.
